RGS4-Gao reg = human RGS4-Galphao interaction regulation; AID 1415; Multiplexed bead flow cytometry, RGS4-Galphao binding; actives lie on both sides; 0.33% of 220,000 active; binding response (% of control), % at 10 µM; in the data active means binding response below about 49% or above about 150%; inactive means in between;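 further: fluorescent Galphao activated with aluminum fluoride binding bead-coupled RGS4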
Target sequence (P09471 whole entry, looked up): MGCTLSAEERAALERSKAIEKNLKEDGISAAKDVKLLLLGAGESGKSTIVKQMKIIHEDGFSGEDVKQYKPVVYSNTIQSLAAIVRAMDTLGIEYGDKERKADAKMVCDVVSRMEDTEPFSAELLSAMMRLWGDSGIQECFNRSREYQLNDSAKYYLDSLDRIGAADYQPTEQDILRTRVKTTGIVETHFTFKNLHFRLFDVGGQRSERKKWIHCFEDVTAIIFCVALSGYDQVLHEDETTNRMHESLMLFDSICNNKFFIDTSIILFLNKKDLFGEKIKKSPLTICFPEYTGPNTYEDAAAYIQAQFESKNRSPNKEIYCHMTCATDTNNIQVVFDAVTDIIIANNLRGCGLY
GSH bead fluor = compound fluoresces at 488/530 nm on GSH beads; GSH beads flow cytometry, compound fluorescence 488/530 nm; stronger effect = higher value; fluorescence (KMESF) at 10 µM; 0.25% of 190,000 active; AID 1776; in the data active means fluorescence above about 89;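 further: glutathione beads carrying GST-tagged Bcl family fusion proteins plus one bare bead set; values are compound well signal with DMSO vehicle wells as background; inactives centre near 16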
Bim-Bfl-1 = inhibitors of Bim-Bfl-1 interaction, human; Q16548; Bead-based flow cytometry, Bim-Bfl-1 binding inhibition; inhibition, % at 10 µM; 0.12% of 190,000 active; AID 1008;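 further: 0% = wells without compound plus tracer and 100% = blocker peptide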
ABCB1 inh = inhibitors of human ABCB1 transporter, ABCG2 counter-screen; P08183; CCRF-Adr cells, JC-1 efflux, flow cytometry; inhibition, % at 6.6 µM; 0.067% of 190,000 active; in the data active means inhibition above about 40%;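 further: 0% = vehicle and 100% = reference inhibitor; higher value means more JC-1 retained so stronger ABCB1 efflux block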
Bim-Bcl-W = disrupts Bim peptide binding to human Bcl-W; Q92843; bead-based flow cytometry; inhibition, % at 10 µM; 0.02% of 190,000 active; AID 952;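 further: 0% = bound tracer without compound and 100% = peptide blocker; higher means less fluorescent Bim peptide bound to Bcl-W beads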
Bim-Bcl-B = inhibitors of Bim-Bcl-B interaction, human. inhibition, % at 10 µM. AID 951. Q9HD36. bead-based flow cytometry, Bim peptide-Bcl-B binding. 0.073% of 190,000 active;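 further: 0% = tracer peptide without compound and 100% = reference inhibitor peptide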
Target sequence (Q9HD36 whole entry, looked up): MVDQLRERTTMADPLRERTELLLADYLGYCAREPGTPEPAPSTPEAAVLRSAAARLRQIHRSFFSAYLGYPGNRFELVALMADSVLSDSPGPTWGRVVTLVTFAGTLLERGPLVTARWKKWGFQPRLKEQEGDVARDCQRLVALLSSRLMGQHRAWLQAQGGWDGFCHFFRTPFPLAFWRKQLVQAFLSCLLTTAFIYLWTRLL
Bcl-XL Bim block = disrupts Bim peptide binding to human Bcl-XL; Q07817; bead flow cytometry, fluorescence; inhibition, % at 10 µM; 0.04% of 190,000 active
Target sequence (Q07817 whole entry, looked up): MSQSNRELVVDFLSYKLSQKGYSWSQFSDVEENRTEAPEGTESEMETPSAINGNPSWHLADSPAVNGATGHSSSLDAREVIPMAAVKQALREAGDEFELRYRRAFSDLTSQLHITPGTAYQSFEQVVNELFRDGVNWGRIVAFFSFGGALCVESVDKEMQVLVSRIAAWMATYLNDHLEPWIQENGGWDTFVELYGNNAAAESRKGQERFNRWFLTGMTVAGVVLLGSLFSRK
Bcl-2 Bim block = human Bim-Bcl-2 interaction inhibition; P10415; Bead-based flow cytometry, Bim peptide-Bcl-2 binding; inhibition, % at 10 µM; 0.06% of 190,000 active; in the data active means inhibition above about 40%;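 further: 0% = no compound wells with probe peptide and 100% = reference peptide inhibitor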
Target sequence (P10415 whole entry, looked up): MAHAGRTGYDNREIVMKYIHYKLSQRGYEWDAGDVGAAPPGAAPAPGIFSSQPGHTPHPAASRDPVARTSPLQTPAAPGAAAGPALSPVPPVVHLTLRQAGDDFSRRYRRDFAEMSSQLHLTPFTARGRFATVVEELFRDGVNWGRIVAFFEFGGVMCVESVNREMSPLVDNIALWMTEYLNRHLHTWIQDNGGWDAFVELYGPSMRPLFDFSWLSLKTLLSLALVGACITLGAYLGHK
ABCG2 block = inhibitors of human ABCG2 transporter, ABCB1 counter-screen; inhibition, % at 6.6 µM; 0.1% of 190,000 active; IgMXP3 cells, JC-1 efflux, flow cytometry;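 active means inhibition above 80%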;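 further: 0% = DMSO and 100% = nicardipine control wells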
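Test system: IgMXP3 (ABCG2) plus far-red-tagged CCRF-Adr (ABCB1) cells. Reagent: JC-1 dye as substrate. Timing: 10 min exposure at 25 °C with rotation, no wash. Measured by: flow cytometric JC-1 green MFI at 530 nm. Read-out: percent efflux inhibition, scaled nicardipine 100% to DMSO 0%. Control set: nicardipine and DMSO wells.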
RGS7-Gao = modulates binding of RGS7 to human Galphao. Multiplexed bead flow cytometry; actives lie on both sides. binding response (% of control), % at 10 µM. 0.35% of 220,000 active. AID 1439; in the data active means binding response below about 49% or above about 150%;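 further: fluorescent Galphao held in activated GDP-AlF4 state binding bead-coupled RGS7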
Avidin fluor = compound fluoresces at 488/530 nm on avidin beads; fluorescence (KMESF) at 10 µM; compound fluorescence 488/530 nm, flow cytometry; stronger effect = higher value; 0.38% of 220,000 active; in the data active means fluorescence above about 47; further: inactives centre near 10
* hit, by the source's call; . = not tested or not shown. Unless noted, no stated cut-off is given here; in the data, active means inhibition above about 40%.

molecule | RGS4-Gao reg | GSH bead fluor | Bim-Bfl-1 | ABCB1 inh | Bim-Bcl-W | Bim-Bcl-B | Bcl-XL Bim block | Bcl-2 Bim block | ABCG2 block | RGS7-Gao | Avidin fluor
CCOC(=O)NN1C(=O)c2ccccc2NC1c1ccc(OC)cc1 (stereo unspecified) | 108 | 17 | -6 | 0.6 | -1 | -8 | -6 | -15 | 2 | 109 | 13
C[C@@]1([C@@H](NC(=O)c2cccs2)c2ccc(-c3ccccc3)cc2)C[C@H]1C1CCCCC1 | 101 | 17 | 0 | 0.9 | 0 | -3 | 0 | 0 | 3 | 104 | 10
CCN(Cc1ccccc1)S(=O)(=O)c1cc(C(=O)c2c(N)n(C)c(=O)n(C)c2=O)ccc1OC | 104 | 12 | -3 | -0.1 | -2 | -3 | -2 | 0 | 4 | 104 | 12
Cc1cccc(NC(=O)C2CCCN(S(=O)(=O)c3c(C)nn(C)c3C)C2)n1 (stereo unspecified) | 95 | 24 | -12 | 0.4 | 0 | -7 | -4 | -13 | 0 | 100 | 6
O=C(CSc1ncccn1)N1CCCc2ccccc21 | 94 | 15 | -9 | 0.3 | -3 | -6 | -5 | 0 | 10 | 95 | 16
Cc1cccc(NC(=O)C2(c3ccccc3)CC2(Cl)Cl)c1 (stereo unspecified) | 101 | 13 | -1 | 0.3 | 0 | 0 | 0 | 0 | 2 | 106 | 12
Cc1nn(Cc2ccccc2Cl)c(C)c1C(=O)N1CCN(c2ccccc2)CC1 | 97 | 65 | -3 | 0.4 | 3 | -4 | 2 | -2 | 1 | 99 | 8
O=C1C2CC=CCC2C(=O)N1Cc1ccccc1Cl (stereo unspecified) | 104 | 5 | 0 | 0.8 | 0 | 0 | 0 | 2 | 3 | 99 | 3
OCCC1CN(Cc2cn[nH]c2C2CCCCC2)CCN1C1CCCCC1 (stereo unspecified) | 104 | 14 | -8 | -0.1 | -3 | -4 | -2 | -5 | 0 | 100 | 10
CCOc1ccc2nc(C(=O)N3CCCC(C)C3)sc2c1 (stereo unspecified) | 100 | 4 | -1 | 1.0 | -2 | -15 | -5 | -3 | 45 | 100 | 15
O=C(c1cnccn1)N1CCN(c2ccccc2)CC1 | 99 | 25 | -13 | 0.7 | 0 | -10 | -2 | -13 | 4 | 100 | 10
CCCS(=O)(=O)c1nc(S(=O)(=O)c2ccc(C)cc2)c(NCCN2CCOCC2)s1 | 104 | 26 | -19 | 1.6 | -4 | -12 | -11 | -18 | 0 | 104 | 13
O=C(CSc1nnc(Cc2ccccc2)o1)Nc1ccc(Br)cn1 | 100 | 35 | -14 | 0.3 | 0 | -8 | -14 | -8 | 0 | 101 | 13
COC(=O)C1=C(C)NC(=O)C1(NC(=O)c1cccnc1)C(F)(F)F (stereo unspecified) | 99 | 15 | -11 | 0.5 | -5 | -9 | -7 | -7 | 2 | 97 | 23
CCOC(=O)CN1C(=O)S/C(=C/c2cc(C)n(-c3ccccn3)c2C)C1=O | 84 | 48 | -11 | 1.2 | 3 | -9 | 7 | -10 | 2 | 89 | 11
Cc1cccc(NC(=O)c2cccc(N3C(=O)C4C5CCC(C5)C4C3=O)c2)c1C (stereo unspecified) | 99 | 22 | 3 | 1.4 | 1 | 1 | 0 | 1 | 4 | 102 | 13
CCc1nnc(NS(=O)(=O)c2ccc(NC(=S)NC(=O)/C=C/c3ccccc3)cc2)s1 | 101 | 20 | -10 | -1.2 | -8 | -6 | -10 | -5 | -7 | 102 | 9
COc1ccc2oc(=Nc3ccccc3)c(-c3nc4ccccc4[nH]3)cc2c1 | 98 | 12 | 6 | 0.8 | 6 | 8 | -1 | 3 | 7 | 93 | 18
COc1ccc2c(c1)sc(=N)n2C | 102 | 12 | -2 | 0.3 | 0 | -3 | -2 | -1 | 1 | 107 | 10
CCOc1cc2c(cc1OCC)C(C(=O)O)C(c1ccc(OC)c(O)c1)N(C)C2=O (stereo unspecified) | 100 | 25 | 0 | -0.1 | 1 | 1 | 0 | 1 | 0 | 104 | 15
FC(F)(F)c1ccc(NC(=S)NC2CCCCC2)cc1 | 100 | 14 | 0 | 0.9 | 1 | -7 | 0 | 0 | 1 | 101 | 11
Nc1c(C(=O)c2ccccc2)oc2ccccc12 | 85 | 51 | 3 | 0.5 | 1 | 0 | 3 | 0 | 4 | 84 | 2
Nc1nc2nc(-c3ccc(OCc4ccccc4)cc3)cc(C(F)(F)F)n2n1 | 95 | 8 | 1 | 0.9 | -1 | -4 | 0 | -4 | 3 | 97 | 13
C=CCNC(=O)c1oc2ccc(S(=O)(=O)N(CC)CC)cc2c1C | 97 | 4 | 0 | 1.1 | -1 | -4 | -3 | -7 | 5 | 100 | 17
CSc1cccc(NC(=S)N2CCC(N(C)C3CCCCC3)CC2)c1 | 98 | 9 | 2 | 0.2 | -3 | -3 | -4 | -3 | -1 | 99 | 8
O=C(CSc1nnc(Cc2cccs2)n1C1CCCCC1)N1CCN(C(=O)c2ccco2)CC1 | 99 | 14 | -11 | 0.2 | 3 | -6 | -1 | -1 | 2 | 99 | 6
CCOC(=O)C1=C(CC)OC(N)=C(C#N)C1c1ccc(NC(C)=O)cc1 (stereo unspecified) | 97 | 17 | 0 | -1.0 | -2 | -6 | -5 | 0 | -2 | 97 | 3
O=C(NCc1ccccc1)N1CCN(c2ccc(Cl)c(Cl)c2)CC1 | 101 | 64 | -5 | 0.9 | 0 | 0 | 1 | -3 | 9 | 101 | 15
CCCCCCCCOC(=O)CCn1[nH]c(=O)c2ccccc2c1=O | 101 | 13 | -3 | 0.6 | 0 | 0 | -1 | -1 | 3 | 99 | 32
Cc1cc(=O)[nH]c(SCC(=O)NCCOc2ccccc2)n1 | 98 | 32 | -5 | 0.6 | 2 | -6 | -5 | -5 | 1 | 99 | 4

Later entries.
mol,RGS4-Gao reg,GSH bead fluor,Bim-Bfl-1,ABCB1 inh,Bim-Bcl-W,Bim-Bcl-B,Bcl-XL Bim block,Bcl-2 Bim block,ABCG2 block,RGS7-Gao,Avidin fluor
CCOCc1c(C(=O)OCC(=O)Nc2ccc(C)c(S(=O)(=O)N(C)C)c2)oc2ccccc12,101,14,-8,1.9,-8,-9,-9,-12,3,100,15
CCN(CC)c1nc2n(c(=O)n1)CCO2,101,26,-3,-0.1,-5,-7,-5,-4,0,98,11
CCOC(=O)c1c(Cc2cccc(Cl)c2)c[nH]c1C,104,22,0,0.6,-8,-13,-9,-7,40,106,9
COCCCn1c(Cc2csc(Nc3cccc(Cl)c3)n2)nnc1SCC(=O)OC,106,7,1,0.7,-4,0,1,0,3,115,15
Cc1ccc(N(CC(=O)Nc2ccc3c(c2)OCCO3)S(=O)(=O)c2c(C)noc2C)cc1,98,31,-16,0.1,0,-11,-3,-13,0,99,8
COc1ccc(CC(=S)N2CCOCC2)cc1OC,103,10,-3,0.1,0,1,-1,-3,0,102,10
Cc1nn(C)c(C)c1S(=O)(=O)N1CCC(CO)(CC2CCCCO2)CC1 (stereo unspecified),100,25,-4,0.0,6,-4,1,0,0,98,9
CC1=C(C(=O)OCc2ccccc2)C(c2cccs2)NC(=O)N1CCCC(=O)O (stereo unspecified),103,19,0,0.6,4,0,0,3,3,103,12
COc1ccc(C(=O)NNC(=O)CSc2nnc(-c3cccnc3)o2)cc1,99,15,-10,0.2,-2,-8,-1,-1,1,101,13
CCOC(=O)c1ccc(N=C2SC(C(=O)NC)CC(=O)N2Cc2ccc(F)cc2)cc1 (stereo unspecified),103,9,-3,1.0,-1,-4,-1,1,4,101,21
COc1ccc(N2CC(C)Cn3c2nc2c3c(=O)n(CCN3CCOCC3)c(=O)n2C)cc1 (stereo unspecified),108,46,0,0.0,3,6,11,0,0,113,4
O=C(CNC(=O)C1CCCCC1)Nc1ccc(Cl)cc1,99,36,-21,0.5,-5,-10,-12,-16,16,100,12
Cc1ccsc1/C=C1\CCC(C2CCCC2)C1=O (stereo unspecified),103,13,-4,0.2,0,-5,-2,0,2,103,.
Cn1cnc([N+](=O)[O-])c1S(=O)(=O)c1cccc(Cl)c1,101,8,0,0.1,-5,-4,-7,-3,7,101,5
Cc1ccc2[nH]c(=S)cc(C)c2c1,97,13,-2,0.7,-3,-10,-4,-3,3,106,14
O=C(CNC(=O)c1ccccc1Br)N/N=C/c1cc(Br)ccc1O,94,7,-3,0.0,-2,-6,-5,-3,2,94,25
Cc1cc(C)cc(NC(=O)C2(c3cccs3)CCOCC2)c1,101,18,-8,0.6,-3,-9,-5,-4,1,92,17
Cc1ccc(-c2nc(S(=O)(=O)c3ccc(F)cc3)c(SCC(=O)NCC3CCCO3)o2)cc1 (stereo unspecified),100,18,-11,2.3,0,-5,-5,-5,20,99,35
COc1ccc(C(C)NC(=O)c2ccccc2)cc1 (stereo unspecified),96,32,-9,0.2,-1,-7,-2,-5,-1,100,8
CCOCCOC(=O)c1ccc(NC(=O)c2cc(OC)c(OC)c(OC)c2Br)cc1,102,10,0,1.5,-1,0,-1,0,18,96,6
N#Cc1nc(-c2ccc(F)cc2)oc1NCc1cccc2c1OCO2,101,19,-13,0.1,1,-5,-5,-7,0,97,8
Cc1ccc(Nc2c(-c3ccc(N4CCOCC4)cc3)nc3ncccn23)cc1C,.,19,-1,4.9,-7,-7,-6,-3,15,.,.
O=C(NCc1cccnc1)/C(=C/c1ccco1)NC(=O)c1ccccc1,102,16,-3,0.9,-1,1,-1,-1,2,103,10
COc1cc(S(=O)(=O)NC2CCCCC2)ccc1Cl,99,23,-18,2.3,3,-4,-5,-12,28,96,30

Reformatted with values under each structure: 9 of the compounds above.
Values run as follows: RGS4-Gao reg	GSH bead fluor	Bim-Bfl-1	ABCB1 inh	Bim-Bcl-W	Bim-Bcl-B	Bcl-XL Bim block	Bcl-2 Bim block	ABCG2 block	RGS7-Gao	Avidin fluor
> CCOC(=O)NN1C(=O)c2ccccc2NC1c1ccc(OC)cc1 (stereo unspecified)
 : 108	17	-6	0.6	-1	-8	-6	-15	2	109	13
> C[C@@]1([C@@H](NC(=O)c2cccs2)c2ccc(-c3ccccc3)cc2)C[C@H]1C1CCCCC1
 : 101	17	0	0.9	0	-3	0	0	3	104	10
> CCN(Cc1ccccc1)S(=O)(=O)c1cc(C(=O)c2c(N)n(C)c(=O)n(C)c2=O)ccc1OC
 : 104	12	-3	-0.1	-2	-3	-2	0	4	104	12
> Cc1cccc(NC(=O)C2CCCN(S(=O)(=O)c3c(C)nn(C)c3C)C2)n1 (stereo unspecified)
 : 95	24	-12	0.4	0	-7	-4	-13	0	100	6
> O=C(CSc1ncccn1)N1CCCc2ccccc21
 : 94	15	-9	0.3	-3	-6	-5	0	10	95	16
> Cc1cccc(NC(=O)C2(c3ccccc3)CC2(Cl)Cl)c1 (stereo unspecified)
 : 101	13	-1	0.3	0	0	0	0	2	106	12
> Cc1nn(Cc2ccccc2Cl)c(C)c1C(=O)N1CCN(c2ccccc2)CC1
 : 97	65	-3	0.4	3	-4	2	-2	1	99	8
> O=C1C2CC=CCC2C(=O)N1Cc1ccccc1Cl (stereo unspecified)
 : 104	5	0	0.8	0	0	0	2	3	99	3
> OCCC1CN(Cc2cn[nH]c2C2CCCCC2)CCN1C1CCCCC1 (stereo unspecified)
 : 104	14	-8	-0.1	-3	-4	-2	-5	0	100	10

Assay outcomes from PubChem.
